Screening data from PubChem BioAssay.
WRN inhibitor – inhibitors of human WRN helicase. hit rate 0.46% among 360,000. WRN helicase unwinding, fluorescent forked duplex, kinetic. Potency, µM (highest dose often 114 µM), for inactives: top-dose activity change, negative = inhibition, most hits filed as inhibitors. Q14191; note: potency is the fitted concentration of half-maximal effect; % is set by controls: 0 for no effect and ±100 for the full control effect; nearly all actives have a fitted effect of over 55% in size
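WRN at 20 nM final preincubated with compound 15 min at room temperature; reaction started with 100 nM fluorophore/quencher forked duplex oligonucleotide and 2 mM ATP final. Unwinding followed kinetically by red fluorescence (ex 525, em 598 nm).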
PLK1 PBD block – PLK1 (human) polo-box domain binding inhibition; P53350; AID 720504; Plk1 PBD binding of FITC phosphopeptide, fluorescence polarization; hit rate 2.8% among 360,000; Potency, µM, without a hit: max response, negative = inhibition, actives largely listed as inhibitors; note: potency is the fitted concentration of half-maximal effect; series mostly up to about 57 µM; % is set by controls: 0 for no effect and ±100 for the full control effect; nearly all actives have a fitted effect of over 65% in size
Target sequence (P53350 whole entry, looked up, the tested form may be a part): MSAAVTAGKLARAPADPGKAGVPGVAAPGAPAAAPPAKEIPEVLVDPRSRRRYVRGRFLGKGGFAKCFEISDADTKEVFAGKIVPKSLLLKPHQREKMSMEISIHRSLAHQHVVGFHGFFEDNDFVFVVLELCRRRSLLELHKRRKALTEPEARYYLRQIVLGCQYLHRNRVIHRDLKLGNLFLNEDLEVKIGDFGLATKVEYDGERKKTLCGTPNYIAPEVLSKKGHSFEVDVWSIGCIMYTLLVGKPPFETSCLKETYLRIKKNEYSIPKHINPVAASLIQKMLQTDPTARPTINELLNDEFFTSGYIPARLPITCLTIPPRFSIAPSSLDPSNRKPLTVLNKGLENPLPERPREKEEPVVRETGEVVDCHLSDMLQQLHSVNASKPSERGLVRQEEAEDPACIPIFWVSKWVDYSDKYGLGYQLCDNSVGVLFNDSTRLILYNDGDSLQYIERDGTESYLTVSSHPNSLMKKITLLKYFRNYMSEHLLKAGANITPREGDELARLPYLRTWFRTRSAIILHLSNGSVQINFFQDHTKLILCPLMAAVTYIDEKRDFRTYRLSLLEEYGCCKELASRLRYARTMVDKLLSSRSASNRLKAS
IL2 activator – IL-2 activation; hit rate 0.065% among 360,000; AID 652025; activation, % (series mostly up to about 46 µM); IL-2 activation reporter assay, cell-based qHTS; stimulated with anti-CD3/CD4/CD28 beads; in transgenic mouse T cells; in the data active = activation above about 50%; inconclusive = mostly about 30% to 49%; note: 0% is about no effect
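Unstimulated transgenic mouse T cells preincubated 60 min with compound, then stimulated with anti-CD3/anti-CD4-coated beads plus anti-CD28 for 18 h at 37 degrees C. IL-2 response read as EGFP and DsRed fluorescence by plate cytometry.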
EPAC1 antagonist – antagonists of human EPAC1 | EPAC1 GEF assay, Rap1b-BODIPY-GDP exchange fluorescence | Potency, µM (highest dose often 115 µM), without a hit: top-dose activity change, negative = inhibition, usual class: inhibitors | hit rate 0.14% among 360,000;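 note: potency is the fitted concentration of half-maximal effect; plate controls were vehicle for no effect and positive control for full effect; nearly all actives have a fitted effect of over 50% in size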
CCT chaperon mod – cytosolic chaperonin activity modulation; purified chaperonin ATPase assay, HTRF ADP detection, 30 min; activity change, % (no concentration beside the values), hits read low; hit rate 0.3% among 360,000; AID 651819; in the data active = activity change below about -30%; note: % is set by controls: 0 for no effect and ±100 for the full control effect
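TRiC (40 or 20 nM final, by batch activity) in 30 mM Tris pH 7.4, 100 mM KCl, 5 mM MgCl2, 1 mM DTT was treated with compound at 76 uM single dose, then 10 uM ATP, 30 min at 37 °C. ADP was read by HTRF Transcreener.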
EPAC1 agonist – EPAC1 (human) agonism; O95398; EPAC1 agonist qHTS, biochemical assay; response scale: 100% = response to 6.5 mM cAMP; hit rate 0.073% among 360,000; Potency, µM (series often up to 154 µM), inactives show at the top dose activation, hits mostly activators; note: potency is the fitted concentration of half-maximal effect; nearly all actives have a fitted effect of over 60% in size
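Multi-concentration qHTS readout: loss of Rap1B-bound BODIPY-GDP fluorescence driven by 100 nM EPAC1 with excess GDP (50 uM), monitored kinetically at room temperature; agonist response expressed relative to 6.5 mM cAMP.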
EPAC2 ag – activates human EPAC2 exchange factor; hit rate 0.079% among 360,000; AID 720711; Q8WZA2; EPAC2 activation, biochemical qHTS; response scale: 100% = 6.5 mM cAMP response; Potency, µM (series often up to 154 µM), for inactives: top-dose activation, most hits filed as activators; note: potency is the fitted concentration of half-maximal effect; nearly all actives have a fitted effect of over 50% in size
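Exchange assay: 100 nM EPAC2 with 250 nM Rap1B-BODIPY-GDP and 50 uM GDP. Fluorescence (ex 480/em 540 nm) read every 5 min for 30 min at room temperature. Data normalized to 6.5 mM cAMP as agonist control.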
PI5P4K alpha inh – inhibitors of human PI5P4K alpha. P48426. PI5P4Kalpha enzyme, ADP-Glo luminescence, 60 min; hits give low values. max response, %. hit rate 1.2% among 330,000; active = max response of -50% or lower; inconclusive = between -30% and -50%; inactive = -30% or higher; note: value at the top dose of about 77 µM; % is set by controls: 0 for no effect and ±100 for the full control effect
Target sequence (P48426 whole entry, looked up): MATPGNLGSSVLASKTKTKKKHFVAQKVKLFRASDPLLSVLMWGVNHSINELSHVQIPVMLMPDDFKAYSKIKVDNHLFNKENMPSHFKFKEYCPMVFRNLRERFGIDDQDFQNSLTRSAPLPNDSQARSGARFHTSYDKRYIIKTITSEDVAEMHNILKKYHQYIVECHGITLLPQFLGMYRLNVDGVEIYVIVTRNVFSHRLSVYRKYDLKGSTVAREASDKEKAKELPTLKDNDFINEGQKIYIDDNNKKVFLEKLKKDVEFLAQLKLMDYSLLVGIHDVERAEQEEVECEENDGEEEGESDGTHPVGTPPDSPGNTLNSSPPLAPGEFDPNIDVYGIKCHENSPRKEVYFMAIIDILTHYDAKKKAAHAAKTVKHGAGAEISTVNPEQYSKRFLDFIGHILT
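qHTS, 1536-well: enzyme/substrate mix, compound by pin tool, 5 microM ATP final; RT 60 min; ADP-Glo reagents 1 (45 min) then 2 (30 min); luminescence.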
An asterisk follows results filed as active; ? = inconclusive; · = no result given; [ ] = remark or other dose. Unless noted, calls come from the whole dose curve; as a rule, active = well fitted curve in the direction sought with a large enough effect; inconclusive = small, poorly fitted or top-dose-only effect, or another doubt; inactive = no such curve, though single readings can be large; an effect the other way counts as inactive or inconclusive.

#	SMILES	PLK1 PBD block	CCT chaperon mod	EPAC1 antagonist	PI5P4K alpha inh	EPAC1 agonist	WRN inhibitor	EPAC2 ag	IL2 activator
1	CCCC(=O)N1CCN(c2ccc(NC(=O)C(C)(C)C)cc2Cl)CC1	2%	0.2	-7%	1	-17%	-3%	-6%	-3.4
2	COCCCn1ccc(O)c(Cc2ccc(F)cc2)c1=O	0%	-2.2	5%	8	-1%	2%	-83%[inhibitor][15.6 µM]	-0.7
3	Cn1c2c(c(=O)n(C)c1=O)C(c1ccc(Br)cc1)Nc1ccccc1O2 (stereo not given)	-27%	-2.2	-14%	·	10%	-7%	12%	1.5
4	COc1ccc(NC(=O)c2ccc3c(=O)n4c(nc3c2)CCCCC4)cc1	?	-2.3	?	-2	6%	-1%	7%	-2.0
5	Cc1ccc(C)c(C(C)NC(=O)C2CC=CCC2C(=O)O)c1 (stereo not given)	0%	1.0	1%	0	13%	2%	0%	-0.2
6	Cc1ccccc1NC(=S)N(Cc1ccccc1)Cc1cccs1	-1%	0.6	-1%	5	-19%	-1%	-9%	-2.5
7	CCN(CC)CC(=O)Nc1cccc2c1C(=O)c1ccccc1C2=O	?	0.8	7%	1	-9%	4%	1%	0.4
8	COc1ccc(NC(=O)CCC(=O)Nc2nnc(C3CCCCC3)s2)cc1	-9%	-1.1	-4%	0	2%	-1%	1%	-1.6
9	Cc1cc(C)c(C#N)c(SCC(O)COc2ccc(Br)cc2)n1 (stereo not given)	5%	2.0	-17%	29	8%	-9%	7%	-2.8
10	N#Cc1c2n(c(=S)n(-c3ccc(OC(F)F)cc3)c1=O)CCCCC2	-8%	-1.0	-2%	-1	0%	9%	7%	-1.6
11	CNC(=O)c1nn(C)c(=O)[nH]c1=O	-12%	-3.2	-16%	9	2%	-8%	7%	0.7
12	CC1=CC(C)C2C(=O)N(O)C(=O)C2C1 (stereo not given)	-2%	-1.6	0%	2	0%	-3%	6%	0.4
13	N/C(=N\OC(=O)c1cccs1)c1ccc(Cl)cc1	-3%	0.5	-1%	2	-2%	-8%	7%	0.1
14	Cc1nn(-c2ccccc2)c(C)c1/C=N/NC(=O)c1cc(C23CC4CC(CC(C4)C2)C3)[nH]n1	-8%	-1.4	-1%	7	-3%	-6%	-11%	-2.2
15	CC(/C=N/NC(=O)Cn1cnc2c1c(=O)n(C)c(=O)n2C)=C\c1ccccc1	-2%	-1.6	4%	-4	-1%	-4%	3%	0.2
16	CCN(CC)S(=O)(=O)c1ccc2oc(C(=O)O)c(C)c2c1	-6%	-2.1	-1%	-26	10%	9%	17%	0.0
17	CC(C)(C)c1ccc(OCC(=O)NNC(=O)Nc2ccccc2)cc1	-1%	-1.4	-11%	5	-5%	4%	1%	-0.1
18	CCCCc1cc(=O)oc2cc(C)cc(OCC(=O)NCC3CCC(C(=O)O)CC3)c12 (stereo not given)	-5%	-0.4	7%	-9	-12%	0%	0%	-0.3
19	Cc1cc(NC(=O)Nc2ccccc2Cl)no1	-1%	2.4	-8%	-6	-3%	-16%	8%	0.1
20	CC(NC(=O)C(C(=O)c1cccc([N+](=O)[O-])c1)n1cc(Cl)ccc1=O)c1ccccc1 (stereo not given)	-2%	-1.7	12%	3	2%	-5%	-3%	1.7

Exported field by field: part of the list above.
1	CCCC(=O)N1CCN(c2ccc(NC(=O)C(C)(C)C)cc2Cl)CC1
  PLK1 PBD block = 2% | CCT chaperon mod = 0.2 | EPAC1 antagonist = -7% | PI5P4K alpha inh = 1 | EPAC1 agonist = -17% | WRN inhibitor = -3% | EPAC2 ag = -6% | IL2 activator = -3.4

20	CC(NC(=O)C(C(=O)c1cccc([N+](=O)[O-])c1)n1cc(Cl)ccc1=O)c1ccccc1 (stereo not given)
  PLK1 PBD block = -2% | CCT chaperon mod = -1.7 | EPAC1 antagonist = 12% | PI5P4K alpha inh = 3 | EPAC1 agonist = 2% | WRN inhibitor = -5% | EPAC2 ag = -3% | IL2 activator = 1.7

16	CCN(CC)S(=O)(=O)c1ccc2oc(C(=O)O)c(C)c2c1
  PLK1 PBD block = -6% | CCT chaperon mod = -2.1 | EPAC1 antagonist = -1% | PI5P4K alpha inh = -26 | EPAC1 agonist = 10% | WRN inhibitor = 9% | EPAC2 ag = 17% | IL2 activator = 0.0

Next section.
#	SMILES	PLK1 PBD block	CCT chaperon mod	EPAC1 antagonist	PI5P4K alpha inh	EPAC1 agonist	WRN inhibitor	EPAC2 ag	IL2 activator
21	CCOc1ccc(C(Nc2cccnc2)c2cc(Cl)c3cccnc3c2O)cc1 (stereo not given)	4.7µM*	-0.9	-10%	-68*	1%	-5%	-6%	-0.2
22	O=C(c1cc2ccccc2oc1=O)N(c1ccccc1)C1C=CS(=O)(=O)C1 (stereo not given)	-1%	-2.3	-9%	-5	-5%	1%	-2%	-1.5
23	Cc1cc(C)cc(CC(Cc2nc3ccccc3[nH]2)c2nc3ccccc3[nH]2)c1 (stereo not given)	-8%	1.6	-16%	11	22%	6%	2%	-0.8
24	Cc1cc(/C=N\NC(=O)CC(=O)NC2CCCCC2)c(C)n1-c1ccc(Cl)cc1	0%	-1.9	-3%	·	7%	-5%	2%	5.8
25	CCc1ccc(N2CC(C(=O)Nc3ccc(S(=O)(=O)N4CCOCC4)cc3)CC2=O)cc1 (stereo not given)	0%	-1.3	2%	-14	-15%	-5%	-13%	-4.1
26	C=CCn1c(SCC#N)nc2sc(CC)cc2c1=O	0%	-2.7	5%	-2	-7%	-10%	1%	-3.7
27	COc1ccc(CCc2nc(-c3cccs3)no2)cc1	-1%	2.4	-2%	1	-6%	-4%	10%	-2.9
28	O=C(c1cccc([N+](=O)[O-])c1)N1CC2C3C=CC(C3)C2C1 (stereo not given)	5%	1.2	6%	-3	-2%	4%	-7%	0.1
29	Cc1cc(Oc2ccc(Cl)cc2)nc(SCC(=O)c2ccccc2)n1	1%	2.4	-18%	17	-2%	-10%	6%	?
30	Nc1ccc(Br)cc1Br	1%	1.3	13%	1	1%	6%	0%	-1.6
31	CCN=C(Nc1ccc2c(c1)OCO2)SC1CC(=O)N(c2ccc(OC)cc2)C1=O (stereo not given)	-10%	-3.3	-6%	0	0%	3%	6%	-3.8
32	CC(=O)Nc1ccc2c(c1)C(=O)N(C1CCCCC1)C2=O	-1%	-1.2	-2%	-5	-5%	0%	-4%	-1.8
33	Cc1c(C(=O)N2CCCC2)oc2c1-c1nn(CC(=O)NCCCN3CCCCC3)cc1CC2	-13%	0.3	-10%	5	-6%	3%	4%	-4.1
34	Cc1ccc(NS(=O)(=O)c2cc(C(=O)O)ccc2Cl)cc1	?	-0.8	-3%	-2	3%	-3%	4%	-0.4
35	COc1ccccc1C(=O)NCCSCc1c(F)cccc1Cl	-9%	1.0	-29%	7	13%	-8%	13%	0.5
36	COCCCN1C(=O)N(c2ccccc2)C(=O)C1CC(=O)Nc1ccccc1 (stereo not given)	-4%	-1.2	11%	4	15%	-6%	7%	-2.0
37	Cc1ccc(NC2CCCN(C(=O)c3c(C)noc3C)C2)cc1C (stereo not given)	-12%	-3.4	3%	-1	10%	-22%	-6%	-2.2
38	O=C(CN1CCN(Cc2ccccc2Cl)CC1)N=Nc1c(O)[nH]c2ccccc12	0%	0.6	-14%	2	-7%	-5%	1%	-0.1
39	c1ccc2c(c1)OCc1cn[nH]c1-2	-17%	-2.2	4%	0	6%	0%	12%	-0.1
40	CCOc1ccc(OCCC(=O)NNC(=O)c2ccncc2)cc1	1%	0.0	2%	-11	12%	0%	-3%	0.4
41	COc1ccc([C@@H]2CC(=O)[C@@H]3CN(S(=O)(=O)c4ccc(C)cc4)[C@H](c4ccccc4)C[C@@H]3N2S(=O)(=O)c2ccccc2)cc1	-16%	0.4	2%	-9	2%	1%	10%	0.0
42	O=C(NCC1CCCO1)c1ccc(NS(=O)(=O)c2cccc([N+](=O)[O-])c2)cc1 (stereo not given)	-5%	-0.9	1%	3	-2%	0%	-6%	-1.7
43	Cc1ccc(S(=O)(=O)N(Cc2ccccc2)c2ccccc2C(=O)Nc2ccccc2C(=O)NCc2ccco2)cc1	-10%	-0.6	-5%	-5	11%	-5%	11%	-2.4
44	CN1CCN(C2CN(Cc3cn(Cc4ccc(F)cc4)nn3)S(=O)(=O)C2)CC1 (stereo not given)	-11%	2.0	-9%	0	13%	-3%	10%	1.9
45	O=C(NCCNc1ccc([N+](=O)[O-])cc1)c1ccccc1Cl	2%	2.4	-2%	5	-6%	24%	11%	-3.0
46	Nn1c(Cc2cccc3ccccc23)nnc1SCc1ccccc1Cl	-26%	-0.1	-18%	-6	7%	-24%	10%	-0.7
47	COCCN(C(=O)CCC(=O)Nc1ccccn1)C(C(=O)NC(C)C)c1ccc(C)cc1 (stereo not given)	-9%	-13	1%	2	5%	-1%	3%	-0.1
48	O=C(O)CC(Cc1ccc(Cl)cc1)C(=O)NCC12CC3CC(CC(C3)C1)C2 (stereo not given)	-14%	-1.4	1%	-7	-6%	-4%	-3%	-1.1
49	CCOCCCNC(=O)C1CCN(S(=O)(=O)c2cc(Br)cc3c2N(C(=O)CC)CC3)CC1	-19%	-2.0	-2%	-2	2%	0%	10%	-0.2
50	C/C(=N\NC(=O)c1nnn(-c2nonc2N)c1C(C)C)c1cc(C)sc1C	-10%	-15	?	4	2%	8%	1%	-4.0
51	Cc1ccc2c(c1)C(c1ccc([N+](=O)[O-])cc1)=NNC(c1ccc(Br)cc1)=N2	-8%	1.7	-12%	3	4%	-24%	3%	-0.3
52	CC1(C)OC2C(O1)[C@@H](CO)O[C@H]2n1cnc2c(N)ncnc21 (stereo not given in full)	2%	0.9	5%	-4	14%	2%	8%	-3.0
53	Cc1onc(-c2ccccc2)c1C(N)=O	2%	0.2	-16%	-2	2%	-7%	10%	0.6
54	COc1cc(CNc2nc3ccccc3s2)cc(OC)c1OC	-11%	1.1	-15%	0	-1%	-3%	7%	-3.2
55	CC(C)(C)c1nnc(NC(=O)c2cccnc2Cl)s1	-6%	0.5	3%	2	11%	-2%	3%	1.6
56	CCOC(=O)c1[nH]c(C)c(C(=O)OCC(=O)N2CCCCC2C)c1C (stereo not given)	-23%	1.6	7%	-4	5%	0%	-2%	-2.8
57	CCOc1ccc(C(=O)NCC(=O)OCC(=O)N2C(C)CCCC2C)cc1 (stereo not given)	-1%	-20	8%	-3	1%	2%	4%	-3.1
58	Cc1ccc2nccc(C(=O)N3CCCC(Nc4ccc(C)c(C)c4)C3)c2c1 (stereo not given)	5%	1.3	-15%	-3	-13%	9%	6%	-0.9
59	COc1ccc(-n2c(=S)[nH]c3ccccc32)cc1	?	-1.6	4%	-20	2%	0%	-10%	-1.7
60	CCOC(=O)C1(C)C=C(Nc2ccc(NC(C)=O)cc2)C(=O)N1c1ccc(NC(C)=O)cc1 (stereo not given)	3%	-1.6	7%	5	-3%	-26%	-1%	-0.2

These rows are one share of the data, so the mix of outcomes need not match the whole.
